STAT1 blocker = inhibitors of IFN-gamma induced STAT1 signaling; NIH 3T3 STAT1-luciferase reporter, luminescence; 0.35% of 200,000 active; inhibition, % at 5.5 µM;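 active means inhibition above a set limit, the mean inhibition across all tested compounds plus 3 SD, cut at about 34% in these data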;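 further: 0% = IFN-gamma with DMSO and 100% = IFN-gamma with 300 µM nifuroxazide; values of inactives mirror those of a sister screen read the other way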
STAT3 inh = inhibitors of IL-6 induced STAT3 signaling; inhibition, % at 5.5 µM; U3A cells, IL-6 STAT3-luciferase reporter, luminescence; host cell line lacks STAT1; 0.89% of 190,000 active;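 active means inhibition above the mean inhibition across all screened compounds plus 3 SD, cut at about 44% in these data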;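 further: 0% = DMSO only wells and 100% = 100 µM nifuroxazide control wells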
STAT3 act = activators of IL-6 induced STAT3 signaling; U3A cells, IL-6 STAT3-luciferase reporter, luminescence; 100% = signal with IL-6 EC80 alone; activation (% of control), % at 5.6 µM; 0.91% of 190,000 active; AID 871;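 active means activation above the screen-wide mean of compound activation plus 3 SD, cut at about 130% in these data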;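 further: 0% = background luminescence of wells with medium and substrate only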
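Test system: human U3A cells carrying STAT3-luciferase construct; control set: IL-6-only wells as 100% reference; timing: compound pre-incubation 1 h before IL-6, then 6 h stimulation at 37 °C; also added: IL-6 stimulus at 33 ng/mL final; evaluation: % activation versus median of IL-6-stimulated wells; detection: reporter luminescence signal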
S1P3 antagonist = antagonists of human S1P3 receptor; Q99500; CHO S1P3 NFAT-BLA reporter, FRET fluorescence, antagonist mode; 0.27% of 170,000 active; inhibition, % at 4.98 µM;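 active means inhibition above the plate cutoff, the mean inhibition of test wells on that plate plus 3 SD, cut at about 28% in these data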;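 further: cells challenged with S1P at its EC80 of 0.8 µM; blue over green emission ratio from cleaved BLA substrate after 4 h stimulation; 0% = S1P-stimulated wells and 100% = unstimulated DMSO-only wells; some compounds past the cut are filed as inactive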
Target sequence (Q99500 whole entry, looked up): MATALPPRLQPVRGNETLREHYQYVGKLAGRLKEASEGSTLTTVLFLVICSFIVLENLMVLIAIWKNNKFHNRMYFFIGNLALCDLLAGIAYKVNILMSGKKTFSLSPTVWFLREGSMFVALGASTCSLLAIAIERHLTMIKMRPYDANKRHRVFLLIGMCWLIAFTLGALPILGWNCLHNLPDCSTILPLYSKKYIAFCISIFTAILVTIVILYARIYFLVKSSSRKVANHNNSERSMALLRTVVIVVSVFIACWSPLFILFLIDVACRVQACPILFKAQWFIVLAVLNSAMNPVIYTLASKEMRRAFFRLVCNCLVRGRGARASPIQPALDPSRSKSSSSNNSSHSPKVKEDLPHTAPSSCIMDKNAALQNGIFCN
PPARg SRC-2 ag = promotes SRC-2 coactivator recruitment by human PPARgamma; P37231; PPARgamma LBD-SRC-2 recruitment, biochemical; activation, % at 8 µM; 0.34% of 200,000 active; AID 1032; in the data active means activation above about 22%;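 further: 0% = vehicle and 100% = reference agonist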
Target sequence (P37231 whole entry, looked up, the tested form may be a part): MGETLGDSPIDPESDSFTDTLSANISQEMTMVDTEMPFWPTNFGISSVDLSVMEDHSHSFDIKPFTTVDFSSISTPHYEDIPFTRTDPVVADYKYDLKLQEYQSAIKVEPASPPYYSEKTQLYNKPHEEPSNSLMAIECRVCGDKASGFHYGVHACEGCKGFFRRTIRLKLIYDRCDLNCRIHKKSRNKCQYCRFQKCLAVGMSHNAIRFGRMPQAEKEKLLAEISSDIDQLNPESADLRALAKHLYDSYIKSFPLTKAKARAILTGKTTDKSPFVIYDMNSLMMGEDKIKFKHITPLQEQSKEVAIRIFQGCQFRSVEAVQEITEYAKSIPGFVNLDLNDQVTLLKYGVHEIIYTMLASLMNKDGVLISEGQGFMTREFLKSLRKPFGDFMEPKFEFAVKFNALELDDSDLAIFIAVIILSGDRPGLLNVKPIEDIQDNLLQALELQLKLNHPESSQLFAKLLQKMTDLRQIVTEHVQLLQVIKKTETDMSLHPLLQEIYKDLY
ROMK mod = modulates human ROMK potassium channel activity | P48048 | Tet-inducible ROMK, thallium flux fluorescence; actives lie on both sides | B-score at 10 µM | 2% of 130,000 active | AID 1918;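 active means signal ratio slope over the read window, or its plate-corrected B-score, at least 3 SD from the plate mean, either direction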;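 further: B-score of the F/F0 ratio slope over 7 to 12 s after thallium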
PPARg SRC-3 ag = agonists of human PPARgamma SRC-3 coactivator recruitment; P37231; biochemical PPARgamma/SRC-3 coactivator recruitment assay; activation, % at 8 µM; 0.26% of 200,000 active; AID 731; in the data active means activation above about 23%;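 further: 0% = DMSO and 100% = reference agonist; some compounds past the cut are filed as inactive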
TLR4 MyD88 comp = TLR4-MyD88 interaction inhibition in cells | 0.18% of 200,000 active | AID 861 | O00206+Q99836 | HeLa CL3-4 TLR4/MyD88 BLA complementation, FRET ratio | inhibition, % at 8.4 µM; in the data active means inhibition above about 25%;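 further: 0% = vehicle and 100% = reference inhibitor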
PPARg SRC-1 ag = PPARgamma-driven SRC-1 recruitment agonism; P37231; PPARgamma-SRC-1 coactivator recruitment biochemical assay; activation, % at 8 µM; 0.41% of 200,000 active; in the data active means activation above about 19%;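 further: 0% = DMSO and 100% = reference agonist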
TR-FRET SRC-2 ct = flags TR-FRET format artefacts in PPARgamma SRC-2 recruitment agonist screen | TR-FRET artefact counter-screen; stronger effect = higher value | TR-FRET ratio at 8 µM | 0.4% of 200,000 active | AID 1049; in the data active means TR-FRET ratio above about 2000; further: inactives centre near 1500
RAM inhibit = yeast RAM network inhibition | S. cerevisiae dse1pr::URA3 reporter, 5-FOA growth OD615, 2 d; analog-sensitive cbk1-as2 kinase mutant strain | inhibition, % at 50 µM | 1.8% of 190,000 active;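 active means inhibition above a set limit, 3 SD over mean compound inhibition, cut at about 8.4% in these data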;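 further: 0% = DMSO-only wells with no growth and 100% = 10 µM 1-NA-PP1 full growth; inhibition rescues growth on 5-FOA so higher OD means more RAM inhibition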
The depositor's hits bear a star; x = no result given.

SMILES | STAT1 blocker | STAT3 inh | STAT3 act | S1P3 antagonist | PPARg SRC-2 ag | ROMK mod | PPARg SRC-3 ag | TLR4 MyD88 comp | PPARg SRC-1 ag | TR-FRET SRC-2 ct | RAM inhibit
O=C1c2ccccc2C(Nc2ccc3c(c2)OCO3)N1Cc1ccc2c(c1)OCO2 (stereo not drawn) | 7.5 | -8.9 | 111.9 | 18.4 | 7.1 | x | 3.4 | -1.5 | 1.6 | 1596 | 1.9
NC(=S)Nc1cccc2[nH]ccc12 | 0.1 | -10.4 | 109.8 | -2.5 | -10.9 | 0.559 | -1.0 | 6.1 | 5.9 | 1374 | 0.6
O=C(CC1(O)C(=O)Nc2ccccc21)c1ccc(-n2cnnn2)cc1 (stereo not drawn) | 0.4 | -4.3 | 108.1 | -0.7 | 2.6 | 0.825 | 2.5 | -1.9 | 3.4 | 1594 | 0.5
CC(=O)c1ccc(N2CCN(C(=O)/C=C/c3ccc4ccccc4n3)CC2)cc1 | -3.8 | 13.0 | 93.0 | 6.3 | 13.7 | 0.236 | 4.2 | 9.2 | -4.6 | 1616 | 1.4
C/C(=N\NC(=O)CCc1ccc(S(=O)(=O)N2CCOCC2)cc1)c1ccccc1Cl | 7.0 | 2.3 | 101.4 | -16.8 | -1.9 | 2.31 | 2.4 | -1.8 | -2.6 | 1489 | -0.2
COC(=O)c1[nH]c2ccc(Cl)cc2c1NC(=O)CCN1CCOCC1 | -6.5 | 7.2 | 98.3 | -2.9 | -2.6 | -0.116 | -1.4 | 6.3 | -1.8 | 1501 | 0.4
Cc1ccc(C(=O)N(CN2CCCC2=O)c2ccccc2)cc1 | 7.5 | -11.5 | 114.4 | -3.3 | 3.2 | 0.414 | -1.5 | -2.4 | 1.8 | 1416 | 1.0
Cc1oc(-c2cc(Cl)cc(Cl)c2)cc1C(=O)NCCc1ccccc1 | 0.1 | 0.0 | 103.4 | -12.3 | -3.7 | 0.622 | -0.9 | 2.8 | 3.8 | 1542 | 12.9*
CCOC(=O)c1c(-c2ccccc2)csc1NC(=O)C1CCCO1 (stereo not drawn) | -8.8 | 17.6 | 90.0 | x | 4.2 | -0.0418 | 2.0 | -0.6 | 3.8 | 1506 | 4.0
CC(=O)c1c(C)[nH]c(C(=O)OCC(=O)Nc2cccc(S(=O)(=O)N3CCCC3)c2)c1C | 23.4 | 32.4 | 69.5 | -4.4 | 4.0 | x | -3.6 | 6.2 | 6.9 | 1620 | 5.2
CCOC(=O)c1c(NC(=O)CSc2nnnn2C)sc(CC)c1C | -0.3 | 2.6 | 101.5 | -1.6 | -1.1 | x | -1.2 | -3.0 | -9.4 | 1708 | 1.9
COc1ccc(/C=N/NC(=O)C(=O)N2CCCC2)cc1OC | 5.6 | 1.3 | 98.2 | -8.2 | 0.0 | x | -2.1 | 5.9 | 2.8 | 1613 | -0.4
CCNC(=S)N/N=C(\C)c1cccc([N+](=O)[O-])c1 | -9.1 | 7.3 | 97.0 | -4.8 | 8.5 | -0.463 | 1.9 | 2.2 | 10.0 | 1721 | -0.3
CCOCCCNC(=O)c1ccc2c(c1)N=C(CC)c1cc(Br)ccc1S2 | -19.4 | -45.7 | 157.2* | 18.6 | -1.2 | 4.07* | 5.1 | 2.8 | 2.2 | 1502 | 3.3
C[C@]12CCC(=O)C=C1CC[C@@H]1[C@@H]2[C@@H](O)C[C@@]2(C)[C@H]1CC[C@]2(O)C(=O)CO | -25.6 | 12.3 | 91.2 | -17.9 | 0.0 | x | -0.7 | -8.6 | 4.8 | 1521 | 0.7
COc1ccc(NC(=O)c2cccc(Cn3cc(Br)cn3)c2)cn1 | 14.6 | 31.8 | 75.9 | -46.7 | 11.9 | -0.736 | 13.6 | 7.9 | -0.4 | 1429 | 0.0
O=C(Nc1ccon1)c1ccccc1Cl | 0.9 | 2.6 | 99.0 | -39.3 | 3.2 | 0.541 | -8.4 | 7.7 | 0.6 | 1561 | -1.1
COC(=O)[C@H]1C[C@@H]1[C@H](NC(=O)OCc1ccccc1)c1ccccc1 | -4.9 | -3.0 | 100.1 | -1.0 | -4.8 | -1.33 | -2.9 | -3.6 | 1.2 | 1367 | 3.3
O=C(Nc1cccnc1)c1cc2cc(Br)ccc2oc1=O | -3.7 | 23.5 | 84.1 | -6.4 | -2.1 | -0.307 | -0.2 | 13.2 | -5.2 | 1528 | -0.4
Cc1ccc2nc(-c3ccccc3)c(CN3CCN(c4ccccc4F)CC3)n2c1 | -17.1 | 13.0 | 97.4 | -4.3 | -4.2 | -0.0295 | 2.6 | -9.9 | -0.5 | 1500 | 2.2
CCN(CC(=O)Nc1ccc(OC(F)F)cc1)C1CCCCC1 | -4.0 | -9.8 | 110.0 | -7.3 | -9.9 | 0.169 | 0.2 | 6.1 | 2.8 | 1536 | -0.5
O=C(NCc1ccc(Cl)cc1)C(=O)NCC1OCCN1C(=O)c1ccc(Cl)cc1 (stereo not drawn) | -11.6 | 0.6 | 105.2 | -17.4 | -0.1 | 0.423 | 1.3 | 1.4 | 4.6 | 1645 | 3.2
COc1ccc([N+](=O)[O-])cc1NC(=O)CSc1nc(C)cc(C)n1 | -9.7 | -4.2 | 103.9 | 3.3 | -2.2 | -0.391 | -2.1 | 12.7 | 2.2 | 1618 | 2.2
CC(Cc1ccccc1)C(=O)NCCO (stereo not drawn) | -5.5 | -0.3 | 97.8 | -0.8 | -1.6 | 0.25 | -0.2 | 1.6 | -2.1 | 1453 | 7.3
Cc1ccc(S(=O)(=O)N2CCN(C(=O)C3Cc4ccccc4CN3C(=O)c3ccco3)CC2)cc1 (stereo not drawn) | 0.7 | -1.6 | 106.9 | 11.2 | 3.6 | 0.0206 | 3.4 | -6.9 | 1.6 | 1528 | 0.9
CCn1c(SCC(=O)NCC2CCCO2)nnc1-c1ccc(Cl)cc1 (stereo not drawn) | -7.4 | 12.7 | 94.6 | -7.0 | -1.6 | -2.21 | 0.6 | 11.5 | 1.3 | 1335 | 2.9
CC(=O)c1ccc(OCC(=O)NCc2ccc(F)cc2)cc1 | 9.1 | 9.0 | 97.6 | -1.9 | 2.7 | 0.885 | 1.1 | -1.7 | 1.3 | 1641 | -0.1
CCN(CC)c1ncnc2sc(C(=O)N3CCN(c4ccccc4)CC3)c(C)c12 | -5.7 | 3.8 | 102.2 | -18.3 | 4.9 | x | -0.5 | -3.5 | -5.0 | 1550 | 0.0
O=C(NCCC1=CCCCC1)c1ccc(F)c(S(=O)(=O)N2CCOCC2)c1 | -1.0 | 5.3 | 100.1 | -6.4 | 2.6 | x | 7.3 | 8.2 | 2.5 | 1691 | 3.4
CC(C)(C)NC(=O)CC(c1ccccc1)c1ccccc1O (stereo not drawn) | 7.5 | -3.8 | 108.7 | x | -1.5 | -0.576 | -7.1 | 8.8 | 1.3 | 1380 | -0.2
O=C(CCCn1c(=S)[nH]c2cc3c(cc2c1=O)OCO3)N1CCN(c2ccc(F)cc2)CC1 | 12.6 | 14.1 | 90.8 | x | 8.9 | x | 7.0 | -8.3 | 5.2 | 1710 | 4.3
CC12CCC(C(=O)N(CC(O)CN3CCCCC3)C1=O)C2(C)C (stereo not drawn) | -2.4 | 4.5 | 98.6 | x | 13.4 | x | 3.3 | 1.6 | 7.9 | 1708 | 0.8
Cc1cccc(NC(=O)CSc2ccc(-c3ccco3)nn2)c1 | -2.3 | 8.9 | 94.4 | -7.3 | 2.5 | x | 0.2 | -10.3 | -1.1 | 1501 | 2.9
CC(=O)N(C)c1nnc(-c2ccccn2)s1 | -21.8 | 11.1 | 93.2 | x | 6.5 | x | 6.5 | 22.1 | -2.5 | 1612 | 2.4
CCN(CC)c1ccc(/C=N/N2CCN(Cc3ccc(C)cc3C)CC2)c(O)c1 | -1.2 | 2.1 | 98.4 | -12.9 | -3.4 | 0.135 | 1.2 | -10.0 | -7.0 | 1471 | 0.1
CN1CCN(CC#CCC2(O)c3ccccc3-c3ccccc32)CC1 | -2.2 | 1.5 | 104.3 | -9.8 | -5.1 | -0.0201 | 0.0 | 0.2 | 4.2 | 1492 | 1.1
Cc1ccc(Cl)cc1N1CCN(C(=O)C2CCN(S(=O)(=O)c3cnc[nH]3)CC2)CC1 | 1.2 | 7.4 | 99.3 | -33.3 | 16.1 | x | -3.0 | -7.1 | 6.0 | 1694 | 1.7
O=C(CCNS(=O)(=O)c1cccs1)NC1CCN(Cc2ccccc2)CC1 | 4.4 | -0.2 | 101.2 | -1.5 | 2.2 | 0.107 | -5.2 | 7.2 | 3.4 | 1563 | 3.0
O=Cc1cn(-c2ccccc2)nc1-c1ccncc1 | -6.0 | 6.5 | 98.5 | 1.8 | -0.3 | 1.17 | 8.8 | 8.3 | 9.6 | 1654 | -0.9
CCN(CC)c1ccc(NC(=O)C2=CCN(S(=O)(=O)c3ccc(F)cc3)CC2)c(C)c1 | -0.7 | 1.7 | 98.4 | 12.3 | -1.8 | -0.425 | 1.8 | 2.2 | 0.3 | 1528 | 1.4
Nc1nonc1-c1nc2ccccc2n1Cc1ccccc1 | -10.5 | -19.7 | 120.0 | 30.7 | 6.3 | -1.78 | 7.5 | -8.0 | 5.5 | 1687 | 4.0
Cc1ccc(Cn2nnc3c(=O)[nH]c(C4CCN(S(=O)(=O)c5cc(C)ccc5C)CC4)nc32)cc1 | 1.0 | -8.2 | 110.4 | -10.9 | -5.0 | x | -5.8 | 9.7 | -4.1 | 1637 | 7.0
NC12CCc3c(no[n+]3[O-])C1(O)CC(c1ccccc1)=[N+]2[O-] (stereo not drawn) | -3.3 | -2.2 | 101.9 | x | 8.5 | 1.62 | 3.0 | 6.1 | 2.9 | 1766 | 2.0
CC(C)(C)NC(=O)C(c1ccco1)N(C(=O)Cn1nnc(-c2ccc(F)cc2)n1)c1ccccc1 (stereo not drawn) | -0.2 | -7.6 | 107.9 | 18.4 | 9.7 | x | 13.9 | -6.3 | 1.1 | 1542 | x
C=CCc1ccc(OCC(O)CN2CCC(Cc3ccccc3)CC2)c(OC)c1 (stereo not drawn) | 14.8 | 16.2 | 90.9 | x | 0.2 | -2.87 | -3.1 | -3.0 | 0.2 | 1376 | 0.7
Cc1c(C(=O)NC2CCCc3ccccc32)oc2ccccc12 (stereo not drawn) | 10.7 | 0.2 | 105.1 | x | -1.3 | 0.223 | -13.7 | 5.2 | -7.6 | 1390 | 4.8
Cc1ccccc1OCc1nnc(SCC(=O)Nc2c(C)n(C)n(-c3ccccc3)c2=O)n1-c1ccccc1 | -4.3 | -3.0 | 102.5 | -10.5 | 1.6 | x | 1.1 | -10.8 | 4.3 | 1598 | 1.3
